# NPYLR7 agonist: agonists of mosquito NPYLR7 receptor, primary screen, cell-based, Aedes aegypti, calcium fluorescence, mosquito biting behavior; Aedes aegypti neuropeptide Y-like receptor 7 (NPYLR7); HEK293T NPYLR7/Galpha15, GCaMP6s calcium fluorescence; activation, % at 10 µM; 0.15% of 270,000 active; in the data active means activation above about 40%;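 further: 0% = vehicle and 100% = reference agonist at the receptor; some compounds past the cut are filed as inactive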
# mcGAS inh: cyclic GMP-AMP synthase inhibitors, mouse, primary biochemical chemiluminescence; Q8C6L5; recombinant cGAS, Kinase-Glo ATP depletion luminescence; inhibition, % at 12.5 µM; 0.15% of 160,000 active;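 further: 0% = negative control wells and 100% = reference inhibitor with no enzyme activity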
# hcGAS lum: Primary biochemical luminescence assay for human cyclic GMP-AMP synthase inhibitors | 0.081% of 290,000 active | inhibition, % at 12.5 µM | recombinant h-cGAS, ATP depletion, Kinase-Glo luminescence | AID 1259398, 2018;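 further: 0% = vehicle reaction and 100% = reaction without DNA for no activity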
# Target sequence (Q8N884 whole entry, looked up): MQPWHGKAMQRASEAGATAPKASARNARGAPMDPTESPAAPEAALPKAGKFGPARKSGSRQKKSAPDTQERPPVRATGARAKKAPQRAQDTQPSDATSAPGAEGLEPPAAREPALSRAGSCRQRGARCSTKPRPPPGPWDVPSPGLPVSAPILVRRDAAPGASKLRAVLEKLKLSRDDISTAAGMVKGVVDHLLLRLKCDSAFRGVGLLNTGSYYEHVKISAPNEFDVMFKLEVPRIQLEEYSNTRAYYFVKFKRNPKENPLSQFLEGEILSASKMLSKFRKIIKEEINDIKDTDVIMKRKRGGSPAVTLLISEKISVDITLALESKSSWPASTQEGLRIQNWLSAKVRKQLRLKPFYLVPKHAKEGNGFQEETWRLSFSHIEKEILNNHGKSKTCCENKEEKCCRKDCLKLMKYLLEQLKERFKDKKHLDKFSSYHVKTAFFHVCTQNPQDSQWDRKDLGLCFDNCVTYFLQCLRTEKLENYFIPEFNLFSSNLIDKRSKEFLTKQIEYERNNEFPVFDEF
# * marks the source's active call; other numbers are inactive results; / = not tested or not shown. Unless noted, no stated cut-off is given here; in the data, active means inhibition above about 40%; inactive means the rest.
SMILES,NPYLR7 agonist,mcGAS inh,hcGAS lum
O=C(O)CN1C(=O)/C(=C\c2ccc(Br)cc2)SC1=S,-3,-1,-2
COc1ccccc1N1CCN(C(=O)c2ccc3c(c2)OCO3)C(C)C1=O (stereo unspecified),18,-7,-10
CCCc1noc(CNc2cc(NC(C)=O)ccc2Cl)n1,-1,-13,-2
CCOC(=O)c1sc(NC(=O)C(C)C)nc1C,12,/,-2
Cc1ccc(N2CCC(N(C)Cc3snnc3C)CC2)cc1,31,/,-8
O=C(O)CCC(=O)N1CCN(C(=O)c2ccco2)CC1,9,/,-1
O=c1[nH]c(O)c(N=Nc2cccnc2)c(=O)[nH]1,2,/,2
CCOC(=O)C1CCCN(C(=O)c2coc(CN(Cc3ccc(F)cc3)Cc3sccc3C)n2)C1 (stereo unspecified),18,-10,-6
COCCn1c(SCC(C)C)nc2c1c(=O)[nH]c(=O)n2C,6,/,-4
CCOCCCNc1nc2c(c(=O)[nH]c(=O)n2C)n1CCC(C)C,-8,/,-9
CCS(=O)(=O)N1CCN(c2ccc(Nc3ccc(C)cc3)nn2)CC1,-1,-6,-3
CC(C)SC(NC(=O)OCc1ccccc1)C(=O)NCCc1ccccc1 (stereo unspecified),-3,-3,-2
N#Cc1cc(N)c(Nc2ccccc2N)cc1C#N,-9,/,-6
O=C(NN=Cc1ccc([N+](=O)[O-])s1)C1CCCCC1,1,/,0
Cc1ccc(CNC(=O)Cn2nc(-c3ccc(F)cc3)c3sc(C)nc3c2=O)cc1,1,0,10
CCCCC(=O)Nc1c(-c2cccc(Cl)c2)nc2ccc(C)cn12,-3,-7,-7
Cc1noc(C)c1NC(=O)NCCOc1ccccc1C(F)(F)F,11,-8,-2
CC(C)N(CC1CCC(=O)N1)C(=O)c1cn(Cc2ccccc2Cl)nn1 (stereo unspecified),0,/,0
COc1c2ccoc2c(OC)c2oc(=O)ccc12,-8,/,-3
CCOc1ccc(OCCCOc2cccc(C)c2C)cc1,0,/,-11
Cc1nn(C)c(C)c1NC(=S)NCc1cccs1,7,/,-2
COc1nc(OCCCl)nc(N2CCOCC2)n1,/,-2,0
CC(=O)Nc1ccc(NC(=O)C2=CN3CCN(Cc4cscn4)C(=O)N=C3O2)cc1,10,/,0
CCc1ccc(CC)c(S(N)(=O)=O)c1,-6,/,-8
CC[C@@]1(C(=O)OC)N[C@H](c2nccn2CCOC)[C@@H]2C(=O)N(C)C(=O)[C@@H]21,16,/,-9
O=C(NCCNc1nc(-c2cccc(Br)c2)nc2ccccc12)C1CCCC1,11,-5,-9
CCOC(=O)c1cc(-c2ccc(N3CCN(C(=O)[C@@H]4C[C@H]4c4ccccc4)CC3)cc2)n(-c2ccccc2OC)n1,20,-6,-1
Cn1ncc2c1ncn1nc(Cc3ccccc3)nc21,-4,1,0
O=C(CNC(=O)c1cccc(Cl)c1)N=Nc1c(O)n(CCc2ccccc2)c2ccccc12,-3,-7,-6
Cc1ccc2c(c1)c(-c1ccccc1)c(-c1ccccc1)n2CC(O)CN1C(=O)c2ccccc2S1(=O)=O (stereo unspecified),-8,-3,-4
Cn1cc(C(=O)O)cn1,2,/,-7
OC(Cc1ccccc1)CN(Cc1ccccc1)CC1CC(c2ccccc2F)=NO1 (stereo unspecified),-2,-5,-4
Nc1nc(N2CCOCC2)cc(N2CCNC(=O)CC2)n1,/,-11,-8
Cc1cc(C(=O)Nc2cnc3n2CCCC3)n[nH]1,-3,1,3
Cc1cc(C=C2C(=O)NC(=S)NC2=O)c(C)n1CC(F)(F)F,7,/,-3
CCOC(=O)c1cc(Cc2ccccc2)sc1NC(=O)c1cc(OC)c(OC)c(OC)c1,4,-8,-7
Cc1ccc(C)c(CN2CCN(c3nc4c(c(=O)[nH]c(=O)n4C)n3Cc3ccccc3)CC2)c1,12,-9,-12
CC(=O)Nc1cc(-c2nc3ccc(C)cc3o2)ccc1Cl,24,-6,-11
CCOc1ccc2c(c1)CC(C(=O)Nc1nc3ncccn3n1)CO2 (stereo unspecified),6,/,-18
O=C(CC1CCC(=O)N1)NCc1cccnc1Oc1ccccc1 (stereo unspecified),5,/,-4
Cc1ccc(OCC(=O)c2ccc3c(c2)N(C(C)C(=O)NCCN(C)C)C(=O)CO3)c(C)c1 (stereo unspecified),/,-4,-4
CC(NC(=O)c1ccc(NS(=O)(=O)c2cccs2)cc1)C1CC2CCC1C2 (stereo unspecified),1,/,-1
CC(C)CCNCc1c(-c2ccccc2)noc1N(C)C(C)C,12,/,1
CSc1nnc2c(n1)OC(c1ccccc1OCC(=O)O)Nc1ccccc1-2 (stereo unspecified),-8,-4,-3
CCCC(=O)N1CCC1(C)C(=O)NS(=O)(=O)c1ccc(C)cn1 (stereo unspecified),1,/,1
CC(Sc1nnc(-c2cccs2)o1)C(=O)NC1CCCCC1 (stereo unspecified),7,/,-11
Cc1ccc(-c2nc3c(N4CCOCC4)nccc3[nH]2)cc1,-5,-6,-4
CCc1cccc(NC(=O)Cn2nc(-c3ccco3)c3sc(N4CCCC4)nc3c2=O)c1,2,-10,-2
CS(=O)(=O)c1cccc(NC(=O)C2=Cc3cc(Cl)ccc3OC2)c1,-1,/,-4
Fc1ccc(Cn2c(-c3cccnc3)n[nH]c2=S)cc1,-8,-7,-5

# (continued)
SMILES,NPYLR7 agonist,mcGAS inh,hcGAS lum
Cc1ccc2nc(-c3ccccc3Cl)c(NC(C)(C)C)n2c1,-12,1,0
CC(C)CCN1C(=N)C(c2nc(-c3ccc(C#N)cc3)cs2)C(=O)C1C (stereo unspecified),/,-7,-7
O=C(NCCc1ccccn1)c1nn(-c2ccc(F)cc2)c(=O)n(Cc2ccccc2Cl)c1=O,-8,2,4
Cc1cccc(C)c1OCCNC(=O)c1ccc(S(=O)(=O)N(C)C)o1,14,/,-3
C[C@@H]1CN(C(=O)c2cc(-c3cccnc3)n[nH]2)C[C@H](C)O1,-9,-6,-4
CCCC(=O)OCC(O)CN(Cc1cccn1Cc1ccc(F)cc1)CC1CCCCC1 (stereo unspecified),-2,0,7
CC1C(=O)N2CCCc3cc(S(=O)(=O)N(C)Cc4ccccc4)cc1c32 (stereo unspecified),13,/,-6
c1ccc(-n2nccc2-c2nccn2CCn2cccn2)cc1,/,-15,-8
Cc1ccc(C(=O)Nc2nc3c(s2)CCC3C(=O)NCc2ccco2)cc1 (stereo unspecified),9,1,3
CC(/C=C/c1ccc(N(C)C)cc1)=N/N=C(N)SC1CC(=O)N(c2ccc(C(=O)O)cc2)C1=O (stereo unspecified),-3,-2,3
c1cc(OCCCN2CCOCC2)ccc1CN1[C@H]2CCNC[C@@H]1CC2,/,-6,-11
COCCN1C(=O)N(C2Cc3ccccc3C2)C(=O)C12CCN(Cc1ccc3nsnc3c1)CC2,13,-6,-19
O=C(Nc1nnc2ccccn12)c1ccc(Br)cc1Cl,8,/,-8
Clc1nsnc1Oc1ccc(Br)cc1,13,/,0
CCCOc1ccc(C(=O)Nc2ccc(Cl)c(-c3nc4ccccc4o3)c2)cc1,9,-7,-1
CC(=O)Oc1c(-c2ccc(NC(=O)c3ccco3)cc2)c(-c2cccc(C)c2)nn1-c1ccc(F)cc1,/,-6,0
CC(OC(=O)c1cc(=O)c2cc(Cl)ccc2o1)C(=O)N1c2ccccc2CC1C (stereo unspecified),3,/,-1
CSc1ccc(C(=O)CCC(=O)Nc2ccc(OC(F)(F)F)cc2)cc1,-9,-4,-2
COC(=O)C(C)(C)C1c2c(ccc3ccccc23)OC(=O)C1C(=O)NCc1ccccc1 (stereo unspecified),-3,/,-6
COCCOc1ccc(-c2nc(C(=O)N(C)C(C)C)cs2)cc1,/,-6,-7

# Two compounds picked at random from those above, as already listed:
SMILES,NPYLR7 agonist,mcGAS inh,hcGAS lum
COC(=O)C(C)(C)C1c2c(ccc3ccccc23)OC(=O)C1C(=O)NCc1ccccc1 (stereo unspecified),-3,/,-6
CCCOc1ccc(C(=O)Nc2ccc(Cl)c(-c3nc4ccccc4o3)c2)cc1,9,-7,-1

# One compound at a time, from the list above.
# c1cc(OCCCN2CCOCC2)ccc1CN1[C@H]2CCNC[C@@H]1CC2 is listed with NPYLR7 agonist = /; mcGAS inh = -6; hcGAS lum = -11
# COCCN1C(=O)N(C2Cc3ccccc3C2)C(=O)C12CCN(Cc1ccc3nsnc3c1)CC2 is listed with NPYLR7 agonist = 13; mcGAS inh = -6; hcGAS lum = -19

# Further compounds
SMILES,NPYLR7 agonist,mcGAS inh,hcGAS lum
O=C(NCc1nnc2n1CCC2)N1CCC1c1ccc(Cl)cc1 (stereo unspecified),6,/,-6
COCCN(CC(=O)N(CCc1c[nH]c2ccccc12)Cc1ccc(OC)c(OC)c1)C(=O)c1ccc(Cl)cc1,-9,1,-6
O=[N+]([O-])c1ccc(-c2nc(N=Nc3ccc(O)cc3)n[nH]2)cc1,-2,/,1
NCc1cn(CC2CCN(C(=O)NCc3ccccc3F)CC2)nn1,22,/,-8
COc1ccc(-n2ncc(Oc3cccc(OC)c3)c(Nc3ccc(C(=O)NCCc4ccccn4)cc3)c2=O)cc1,-4,0,-1
CCOC(=O)C1=C(O)/C(=C\c2ccccc2)SC1=Nc1ccc(OC)cc1,10,0,-2
Cn1c(=O)[nH]c(=O)c2c1nc(N=Nc1c(O)[nH]c3ccccc13)n2CCCc1ccccc1,1,-1,-2
Cn1cc(S(=O)(=O)Oc2ccc(C#N)cc2Cl)c(=O)n(C)c1=O,-1,/,-3
CCOc1ccc(C(=O)N2CCCC(CN(C)C(=O)OC(C)(C)C)C2)cn1 (stereo unspecified),13,/,3
CC(C)c1nc(CN(C)C(=O)C2CCCN2C(=O)C2CCCCC2)cs1 (stereo unspecified),0,-12,-3
COc1cc(C2CNCC2C(=O)NCc2ccc(F)cc2)cc(OC)c1OC (stereo unspecified),25,/,-6
O=C(CCC(=O)N1CCc2ccccc21)N1CCN(c2ncccn2)CC1,-7,-4,-6
O=C(Cn1cnc([N+](=O)[O-])c1)NN1CCN(c2ccc(F)cc2)CC1,-3,-8,-3
CCOC(=O)C(C#N)=Cc1cc(C)n(-c2ccc(I)cc2)c1C,-2,-9,-4
CCc1nc2c(OCC(=O)N(C)C)cccn2c1N(C)C(=O)COc1ccccc1,5,-3,-6
COc1ccc(Br)cc1CC(=O)NS(=O)(=O)c1ccc(C(C)=O)cc1,1,/,-7
CSCC1CCN(C(=O)c2cc(C)ccc2-n2ccnc2)C1 (stereo unspecified),6,/,-10
O=C(C(Cl)Cl)N(CC(=O)N1CCc2sccc2C1c1ccc(Cl)cc1Cl)CC1CCCO1 (stereo unspecified),-8,3,3
CC(C)OCCCNC(=O)Nc1cn(C)c2ccccc12,1,-10,-7
NC(=O)c1cccc2c1CCCN2C(=O)Cc1ccc(N2CCCC2=O)cc1,2,/,-9
CCOC(=O)c1c(NC(=O)C23CC4CC(CC(C4)C2)C3)sc(C(=O)Nc2ccccc2F)c1C,-3,-6,-6
Cc1ccc(C)c(S(=O)(=O)N2CCN(Cc3nc4ccc(Cl)cc4c(=O)[nH]3)CC2)c1,4,/,-7
COc1cccc(CN2CCCC3(CCN(c4cc(C)nc(N)n4)C3)C2=O)c1OC (stereo unspecified),4,-12,-6
CC1(C(=O)Nc2cccc3c2CCCC3)CCN1C(=O)c1ccco1 (stereo unspecified),2,/,-11
CC(=O)NC(CC(C)C)C(=O)N1CCC(n2nc(-c3ccccc3)cc2-c2ccccc2)CC1 (stereo unspecified),7,1,3
CC(Sc1nnnn1-c1cccc(F)c1)C(=O)NC1CCCC(C)C1C (stereo unspecified),6,/,-7
CCOc1ccccc1CN1CCN(Cc2cn(C)nc2-c2ccccc2)CC1CCO (stereo unspecified),4,/,1
CCC(c1n[nH]c(=S)o1)N(C)C (stereo unspecified),-4,/,-2
CCOC(=O)C1(C)CCCN1C(=O)c1ccc(OC)cc1 (stereo unspecified),-1,/,-7

# In the list so far, these have an aryl methoxy group.
SMILES,NPYLR7 agonist,mcGAS inh,hcGAS lum
COc1ccccc1N1CCN(C(=O)c2ccc3c(c2)OCO3)C(C)C1=O (stereo unspecified),18,-7,-10
COc1c2ccoc2c(OC)c2oc(=O)ccc12,-8,/,-3
COc1nc(OCCCl)nc(N2CCOCC2)n1,/,-2,0
CCOC(=O)c1cc(-c2ccc(N3CCN(C(=O)[C@@H]4C[C@H]4c4ccccc4)CC3)cc2)n(-c2ccccc2OC)n1,20,-6,-1
CCOC(=O)c1cc(Cc2ccccc2)sc1NC(=O)c1cc(OC)c(OC)c(OC)c1,4,-8,-7
COCCN(CC(=O)N(CCc1c[nH]c2ccccc12)Cc1ccc(OC)c(OC)c1)C(=O)c1ccc(Cl)cc1,-9,1,-6
COc1ccc(-n2ncc(Oc3cccc(OC)c3)c(Nc3ccc(C(=O)NCCc4ccccn4)cc3)c2=O)cc1,-4,0,-1
CCOC(=O)C1=C(O)/C(=C\c2ccccc2)SC1=Nc1ccc(OC)cc1,10,0,-2
COc1cc(C2CNCC2C(=O)NCc2ccc(F)cc2)cc(OC)c1OC (stereo unspecified),25,/,-6
COc1ccc(Br)cc1CC(=O)NS(=O)(=O)c1ccc(C(C)=O)cc1,1,/,-7
COc1cccc(CN2CCCC3(CCN(c4cc(C)nc(N)n4)C3)C2=O)c1OC (stereo unspecified),4,-12,-6
CCOC(=O)C1(C)CCCN1C(=O)c1ccc(OC)cc1 (stereo unspecified),-1,/,-7
